From PubChem BioAssay
Artemis endo inh – inhibitors of human Artemis endonuclease activity; Q96SD1; recombinant Artemis, quenched FAM hairpin cleavage fluorescence; inhibition, % at 10 µM; 30,000 compounds, 0.78% hits; AID 686954;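 active = at 10 µM dose, at least 30% inhibition, measured as corrected fluorescence normalized to stimulator and neutral control wells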
Target sequence (Q96SD1 whole entry, looked up): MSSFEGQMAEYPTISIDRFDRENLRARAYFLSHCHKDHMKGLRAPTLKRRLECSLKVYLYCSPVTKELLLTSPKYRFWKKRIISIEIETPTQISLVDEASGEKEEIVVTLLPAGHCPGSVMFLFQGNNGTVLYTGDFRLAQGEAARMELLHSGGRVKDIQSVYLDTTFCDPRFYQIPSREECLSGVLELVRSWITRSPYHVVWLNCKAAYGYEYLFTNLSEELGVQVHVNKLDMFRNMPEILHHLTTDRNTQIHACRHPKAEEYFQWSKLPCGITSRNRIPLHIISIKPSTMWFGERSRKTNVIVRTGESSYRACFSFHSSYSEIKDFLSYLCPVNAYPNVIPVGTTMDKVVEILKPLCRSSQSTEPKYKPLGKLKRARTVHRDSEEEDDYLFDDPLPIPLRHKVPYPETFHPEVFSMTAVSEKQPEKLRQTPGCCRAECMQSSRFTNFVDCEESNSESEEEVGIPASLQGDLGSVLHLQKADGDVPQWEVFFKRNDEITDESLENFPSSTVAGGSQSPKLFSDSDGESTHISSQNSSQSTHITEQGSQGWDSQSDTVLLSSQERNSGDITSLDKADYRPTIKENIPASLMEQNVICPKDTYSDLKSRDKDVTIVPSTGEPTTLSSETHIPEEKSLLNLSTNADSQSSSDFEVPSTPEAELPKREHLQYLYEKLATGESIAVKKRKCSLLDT
* = called active by the depositor.

SMILES	Artemis endo inh
Cc1cccc2sc(NC(=O)C3CCCN(S(=O)(=O)c4cccc5nonc45)C3)nc12 (stereo not given)	16.8
O=C(NC1CCCCC1)c1ccc(N2CCCC2=O)cc1	-3.5
O=C(N/C=C/c1ccccc1)Nc1ccc(Cl)cc1	2.1
Cc1ccc2cc3c(nc2c1)N(Cc1ccco1)CC3	-3.6
CCc1ccc(S(=O)(=O)NCCc2cn3ccccc3n2)s1	1.8
Cc1nnc(SC2CC(=O)N(c3ccccc3)C2=O)s1 (stereo not given)	-8.3
Cc1cc(NC(=O)c2ccco2)ccc1NC(=O)Cc1cccs1	2.9
CN1C(=O)N(C)C2C1NC(=O)N2C (stereo not given)	-4.8
COc1ccc(CNC(C)C2COc3ccccc3O2)c(OC)c1 (stereo not given)	-3.0
Cc1ccc(-n2c(N)c(C#N)c(-c3ccccc3)c(C#N)c2=O)cc1	-8.0
Cc1ccc2[nH]c3c(=O)n(Cc4ccccn4)cnc3c2c1	4.0
Cc1n[nH]c(C)c1S(=O)(=O)N1CCN(C2CCCCC2)CC1	-8.7
CCN(CC)c1cc2nc(C)n(Cc3ccccc3)c(=O)c2cc1NC(=O)C1CC1	-9.8
COc1ccc(CSc2nnnn2C)cc1F	-5.1
CCOc1ccc(N(CC(=O)O)S(=O)(=O)c2ccc(F)cc2)cc1	-3.9
CCOCC(=O)Nc1ccc(F)c(F)c1	-11.1
CCCCN(CCCNC(=O)C1CCN(S(=O)(=O)N2CCOCC2)CC1)Cc1ccccc1	-9.2
Cc1noc(C)c1C(=O)Nc1ccc(F)c(F)c1	-4.0
COc1ccc(C(=O)/C=C/N(C)C)cc1OC	3.2
COc1ccc(S(=O)(=O)N2CCCC(C(=O)Nc3cccnc3)C2)cc1Cl (stereo not given)	0.4
COc1cccc2c(=O)cc(C)n(CC(=O)Nc3ccccc3C)c12	3.9
Cc1ccccc1Cn1nc(C)c(NC(=O)c2nc3n(n2)C(C(F)F)CC(C)N3)c1C (stereo not given)	-9.2
COCCn1nnnc1SCC(=O)c1ccc(F)cc1	0.5
COC(=O)Cc1cc(=O)n2[nH]c(C(F)(F)F)nc2n1	2.0
CCOC(=O)C1(C)NC(c2ccco2)C2C(=O)N(c3ccc(C)cc3)C(=O)C21 (stereo not given)	3.1

Part of the list above in order of SMILES length, high to low.
SMILES	Artemis endo inh
CCN(CC)c1cc2nc(C)n(Cc3ccccc3)c(=O)c2cc1NC(=O)C1CC1	-9.8
Cc1n[nH]c(C)c1S(=O)(=O)N1CCN(C2CCCCC2)CC1	-8.7
Cc1ccc2[nH]c3c(=O)n(Cc4ccccn4)cnc3c2c1	4.0
COc1ccc(CNC(C)C2COc3ccccc3O2)c(OC)c1 (stereo not given)	-3.0
Cc1noc(C)c1C(=O)Nc1ccc(F)c(F)c1	-4.0
COCCn1nnnc1SCC(=O)c1ccc(F)cc1	0.5
CCOCC(=O)Nc1ccc(F)c(F)c1	-11.1

(further entries)
SMILES	Artemis endo inh
CO/N=C(/CNC(=O)c1ccccc1Cl)c1ccc(Cl)cc1	1.5
COc1ccccc1CC(NC(C)=O)C(=O)N1CCN(C(=O)c2cccs2)CC1 (stereo not given)	-7.8
Cn1c(=O)n(CCOc2ccccc2Cl)c2ccccc21	-0.4
Cc1ccc(OCC(=O)Nc2oc(-c3ccccc3)c(-c3ccccc3)c2C#N)cc1	7.7
Cc1csc(NC(=O)CSc2nnc(-c3ccoc3C)n2Cc2ccco2)n1	0.4
CCCC(c1nnnn1Cc1ccco1)N1CCN(C2CCCC2)CC1 (stereo not given)	-1.7
COc1ccc(CCNC(=O)C2CCCN(S(=O)(=O)c3cccc4nonc34)C2)cc1OC (stereo not given)	-3.2
C=CCN1C(=O)/C(=C\c2ccc(Cl)cc2)N=C1SCC(=O)NCCC	15.7
CCOC(=O)C1CCN(c2nc3ccccc3nc2C(C#N)C(=O)OC(C)COC)CC1 (stereo not given)	6.7
COc1ccc(-c2cnn(C3CCS(=O)(=O)C3)c2N)cc1 (stereo not given)	-2.4
Cc1ccc2c(c1)[nH]c1c(=O)n(CCCN3CCOCC3)cnc12	-0.2
COCCN(C(=O)CCC(=O)Nc1ccccn1)C(C(=O)NC1CCCC1)c1ccc(OC)cc1 (stereo not given)	0.4
Cc1c(N=Cc2ccncc2)c(=O)n(-c2ccccc2)n1C	-6.7
COc1ccccc1S(=O)(=O)Nc1cccc(-c2nnc3n2CCCCC3)c1	-4.7
CCOCC(=O)Nc1cccc(NC(C)=O)c1	1.1
Cc1ccccc1OCC(=O)NCCN(C)C	-2.7
CCN1C(=O)C(O)(CC(=O)/C=C/C=C/c2ccccc2)c2ccccc21 (stereo not given)	1.8
COc1cc(C)c(S(=O)(=O)N2CCN(C)CC2)cc1C	-6.2
CC(C)OC(=O)C(CC(=O)O)NCc1ccccc1 (stereo not given)	3.8
CC(/C=C/c1ccc(O)cc1)=N/O	7.5
CC(C)(C)c1ccc(NC(=O)COC(=O)C2=COCCO2)cc1	4.1
Cc1ccc(Cn2ccc(NC(=O)CCSc3nc(-c4ccco4)cc(C(F)(F)F)n3)n2)cc1	15.6
Cc1ccc(Nc2nnns2)cc1	-3.0
Cc1ccc(CC(=O)NCc2ccc3c(c2)OCO3)cc1	0.6
C=CCSc1nnc2c(n1)OC(c1c(C)[nH]n(-c3ccccc3)c1=O)Nc1ccccc1-2 (stereo not given)	-5.7
(continued)
SMILES	Artemis endo inh
Cc1ccc(S(=O)(=O)N2CCCC2C(=O)O)cc1 (stereo not given)	-2.7
COc1ccc(OCC(O)Cn2c(=N)n(CCN3CCCCC3)c3ccccc32)cc1 (stereo not given)	2.1
COc1cccc(/C=C2/CN(C)CC3=C2OC(N)=C(C#N)C3c2cccc(OC)c2)c1 (stereo not given)	1.9
CC(C)(C)n1nnnc1C(c1ccccc1)N1CCc2ccccc2C1 (stereo not given)	4.7
Cc1cc(-n2ccc(=O)[nH]c2=O)nc(-c2ccccc2)n1	1.1
COc1cc2c(cc1NC(=O)CSCC(=O)O)oc1ccccc12	-1.1
CC(=O)Cc1nsc(NC(=O)c2ccc(COc3ccc(C)cc3)o2)n1	-5.3
C=CCNC(=O)C(C)Sc1ccc(Cl)cc1 (stereo not given)	-4.8
N#Cc1ncc(C(F)(F)F)cc1Sc1ccc(N)cc1	4.0
CN(C)C(=O)CSc1nc2ccccc2c(=O)[nH]1	-9.3
O=C(Nc1cccnc1)C1(F)C(F)(F)C(F)(F)C(F)(F)C(F)(F)C1(F)F	-2.4
COc1ccccc1CNC(=O)C(C)NS(=O)(=O)c1ccccc1 (stereo not given)	6.5
O=C(CCN1CCCCCC1)Nc1cccc(F)c1	-6.5
CN(C)C=C1C(=O)c2ccccc2C1=O	-4.6
CCN(CC)c1ccc(C=Nc2ccc(C)cc2)c(O)c1	16.0
COCCCNC(=O)c1c(-c2ccccc2)noc1C	-6.3
COc1cccc(NC(=O)c2ccccc2-c2nc(-c3ccc(Cl)cc3)no2)c1	-3.3
CCCc1cc2c(=O)c(-c3ccc4c(c3)OCCO4)coc2cc1OC(=O)c1ccco1	-0.9
CCOC(=O)c1nc(Nc2ccc(C(=O)OC)cc2)c2ccccc2n1	-0.4
CC(C)C(C)NC(=O)CSc1nc2scc(-c3ccco3)c2c(=O)n1-c1ccccc1 (stereo not given)	8.6
CC(C)CC(C(=O)OCC(=O)Nc1ncc(Cl)cc1Cl)N1C(=O)c2ccccc2C1=O (stereo not given)	2.2
CC(C)NC(=O)CSc1ccccc1C(=O)NCc1ccc2c(c1)OCO2	-4.5
Cn1c(SCc2cnc(-c3ccccc3)s2)nnc1C1COc2ccccc2O1 (stereo not given)	1.9
Cc1cccc(-c2c3c(=O)n(C)c(=O)n(C)c3c3nnc4ccccc4n23)c1	0.4
CCc1nnc(SCC(=O)Nc2ccc(N3CCOCC3)cc2)o1	-0.7

In another format: two of the compounds above.
Molecule,Artemis endo inh
CC(C)NC(=O)CSc1ccccc1C(=O)NCc1ccc2c(c1)OCO2,-4.5
Cn1c(SCc2cnc(-c3ccccc3)s2)nnc1C1COc2ccccc2O1 (stereo not given),1.9

(more compounds)
SMILES	Artemis endo inh
Cc1cccc(N(CC(=O)NCC2CCCO2)C(=O)CCC(=O)Nc2cc(C)on2)c1 (stereo not given)	-3.5
Cc1ccc(OCC(=O)NCC(=O)n2nc(C)cc2C)cc1	-0.6
CC(C)N1C[C@@]23C=C[C@@H](O2)C(C(=O)OCc2ccccc2)[C@H]3C1=O (stereo not given in full)	-12.3
Cc1ccc(NC(=S)NC(=O)c2ccc(-c3ccccc3)cc2)c(C)c1	8.1
Cc1sc(NC(=O)C2C3CCC(O3)C2C(=O)O)c(C(=O)OC(C)C)c1-c1ccc(Cl)cc1 (stereo not given)	34.0*
O=C1CC(C(=O)Nc2ccccc2C(=O)O)C(c2ccccc2)O1 (stereo not given)	4.1
COc1ccc(-c2noc(CN3CCN(c4ccccc4F)CC3)n2)cc1OC	-8.4
COc1ccc(-c2nc(N)nc(C)c2Oc2ccccc2Br)c(O)c1	7.6
CCOc1ccc(NC(=O)c2cnccn2)cc1	-4.9
CCOc1ccc(OCCOCCn2ccnc2)cc1	-9.4
O=C(Nc1ccc2c(c1)OCCO2)c1ccccc1F	-4.5
CSCCC(NC(N)=O)C(=O)N(C)CC(=O)Nc1ccc(C)cc1 (stereo not given)	-2.5
CCN(CC(=O)Nc1ccc(N2CCOCC2)cc1)Cc1nc2ccccc2c(=O)[nH]1	-0.1
O=C(c1ccc(NC(=O)C2(c3ccccc3)CCOCC2)cc1)N1CCOCC1	1.9
COc1ccc(C2CC(=O)C(C=NCCN3CCOCC3)=C(O)C2)cc1 (stereo not given)	-9.1
COc1ccc(N(CC(=O)NC2CCCCC2)C(=O)CCCC(=O)Nc2ccccn2)c(OC)c1	-6.8
CCn1c(=N)n(CC(=O)OC)c2ccccc21	-2.0
CCc1ccc(N2C(=O)c3sc4nnc(-c5ccccc5)c(=O)n4c3C2=O)cc1	14.9
O=C(NC1CCCCC1)C(c1cccs1)N(C(=O)c1ccco1)c1ccc2c(c1)OCCO2 (stereo not given)	2.7
COc1ccc(S(=O)(=O)NCC(=O)N(CC(=O)NCC2CCCO2)c2ccccc2C)cc1 (stereo not given)	-8.5
CCc1c(C)[nH]c2c(C)cccc2c1=O	-3.6
CCOc1ccc(S(=O)(=O)Nc2cccc(C(=O)N3CCN(c4ccc(OC)cc4)CC3)c2)cc1	11.2
CC(=O)Oc1oc(-c2ccccc2)nc1C=Nc1ccccc1	1.0
CN(C(=O)CSc1nnc2ccccn12)C1CCS(=O)(=O)C1 (stereo not given)	-11.4
CC(=O)c1cccc(NC(=O)CCC2CCCC2)c1	-8.2
(list continues)
SMILES	Artemis endo inh
CCC(=O)N1c2ccc(C)cc2C2=NNC(=S)NC21O (stereo not given)	-4.0
COC(=O)CSC1=C(C#N)C(c2ccc3c(c2)OCO3)C2=C(CCCC2=O)N1 (stereo not given)	-1.7
CSCCOC(=O)C1=C(C)Nc2ccc(C)cc2S1	2.4
O=C(COC(=O)c1ccccc1Nc1ccc(SC(F)F)cc1)NCc1ccco1	-15.7
CCn1c2ccccc2c2cc(NC(=O)CSc3nnc(-c4cccc(Cl)c4)o3)ccc21	8.7
COc1cc(C(=O)Nc2cccc3ncccc23)cc(OC)c1OC	5.4
Nn1c(Cc2cccc3ccccc23)nnc1SCC(=O)N1CC(=O)Nc2ccccc21	2.9
O=C1CC(c2ccc3c(c2)OCO3)C2=C(CCCC2=O)N1 (stereo not given)	-2.8
CCC(=O)Nc1nnc(SCc2ccc(F)cc2)s1	-2.0
COc1ccc(Br)cc1S(=O)(=O)N1CCN=C1C	7.7
CS(=O)(=O)N(CC(=O)N/N=C/c1cccc2c1OCCO2)c1ccccc1Br	-12.6
CCOC(=O)CSc1nnc2cc(C)c3ccccc3n12	1.2
CCOC(=O)c1c(NC(=O)Cn2nnc(-c3ccc(Cl)cc3)n2)sc(CC)c1C	1.3
[N-]=[N+]=CC(=O)c1ccnc(C(=O)C=[N+]=[N-])c1	-1.1
Nc1nc(-c2cccnc2)nc(N2CCCCC2)n1	-4.4
CCCS(=O)(=O)N1CCC(C(=O)NCCc2ccc(C)cc2)CC1	3.3
CCOC(=O)CCSc1nc(C)c2ccccc2n1	-0.4
Cc1ccc(S(=O)(=O)n2nc(OC(=O)C(C)(C)C)cc2N)cc1	3.0
CCOC(=O)c1cc2oc(C(c3nnnn3C3CCCCC3)N3CCOCC3)cc2[nH]1 (stereo not given)	7.8
CCOC(=O)c1[nH]c(C)c(CN(Cc2ccco2)C(=O)C(F)(F)F)c1C	8.0
O=C(CN(CCO)c1ccccc1)NC12CC3CC(CC(C3)C1)C2	-5.6
CN1CCCC1CCNS(=O)(=O)c1ccc(Br)cc1 (stereo not given)	-1.2
CC(C)(C)n1nnnc1C(c1cccs1)N(Cc1ccc(Cl)cc1)CC1CCCO1 (stereo not given)	9.7
c1ccc(N2CCN(c3nc(-c4ccccn4)nc4ccccc34)CC2)cc1	93.1*
CCC1(C)Cc2c(sc3[nH]c(=O)[nH]c(=O)c23)CS1 (stereo not given)	11.7
Additional records
SMILES	Artemis endo inh
Cc1cc2c(c(=O)o1)C(CC(C)C)C(C#N)=C(N)O2 (stereo not given)	-3.9
CC(C)(C)NC(=O)C1CC(=O)OC12CCCCC2 (stereo not given)	-10.0
Cc1cc(C)cc(OCC(=O)OCC(=O)c2c(N)n(C)c(=O)n(C)c2=O)c1	18.7
CCCc1nnc(NC(=O)CSc2ncn[nH]2)s1	1.0
O=C(CC1C(=O)NCCN1C(=O)c1ccc(F)cc1)OCc1ccccc1 (stereo not given)	-3.6
COc1ccc(CCNS(=O)(=O)c2cccs2)cc1	9.1
C(=N\Nc1nc(-c2ccccc2)cs1)/c1cccs1	0.1
COc1ccc(O)c(C2=Nc3ccccc3N=C(c3ccco3)C2)c1	0.2
CCn1c(C)c(C)c2cc(C(=O)Nc3cccc(Cl)c3)ccc21	4.7
CC(=C1C(=O)c2ccccc2C1=O)N1CCN(c2ccccn2)CC1	2.9
CC(C)CCOCC(=O)Oc1ccccc1C(=O)O	11.1

Reprinted from above for reference:
SMILES	Artemis endo inh
Cc1cccc2sc(NC(=O)C3CCCN(S(=O)(=O)c4cccc5nonc45)C3)nc12 (stereo not given)	16.8
O=C(NC1CCCCC1)c1ccc(N2CCCC2=O)cc1	-3.5
O=C(N/C=C/c1ccccc1)Nc1ccc(Cl)cc1	2.1
Cc1ccc2cc3c(nc2c1)N(Cc1ccco1)CC3	-3.6
CCc1ccc(S(=O)(=O)NCCc2cn3ccccc3n2)s1	1.8
Cc1nnc(SC2CC(=O)N(c3ccccc3)C2=O)s1 (stereo not given)	-8.3

An excerpt. The share of hits here may be higher or lower than overall.
